Screening data deposited in PubChem BioAssay by Sanford-Burnham Center for Chemical Genomics.
Gli-Sufu block: Gli-Sufu pathway antagonists, primary screen, luciferase luminescence, Sufu-KO-LIGHT cells, uHTS; Sufu-KO-LIGHT fibroblasts, Gli luciferase reporter luminescence; inhibition, % at 5 µM; 340,000 compounds, 0.74% hits;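 active means inhibition above about 55%, limit read from the data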;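 further: 0% = DMSO-treated cells and 100% = wells with medium but no cells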
CCR6 antag: CCR6 receptor antagonists, primary screen, cell-based, CHO-K1, luminescence, beta-arrestin, uHTS; C-C chemokine receptor type 6 (Homo sapiens), P51684; inhibition, % at 20 µM; 340,000 compounds, 0.49% hits; CHO-K1 CCR6 PathHunter beta-arrestin, CCL20-stimulated;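 active means compounds whose inhibition of the agonist-driven luminescence signal at 20 µM reaches about 50%, limit read from the data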;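 further: cells stimulated with CCL20 at 14 nM final; plate controls were DMSO with CCL20 for no effect and DMSO without agonist for full effect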
CHOP UPR activ: activators of apoptotic CHOP UPR arm, primary screen, cell-based, CHO-CHOP luciferase reporter, luminescence, uHTS | 330,000 compounds, 0.34% hits | UPR activation; percent of tunicamycin response over DMSO baseline | activation, % at 10 µM;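 active means at 10 µM dose, activation of 40% or more, normalized to positive control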;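 further: 100% = tunicamycin at 10 µg/mL and 0% = DMSO alone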
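System: CHO-CHOP luciferase reporter cell line; amount: 500 cells/well; buffer or medium: F12 medium containing 10% fetal bovine serum; incubation: 6 h compound exposure at 37 °C after overnight seeding; measured by: luciferase luminescence after 10 min with Steady-Glo reagent; evaluation: % reporter activation, DMSO baseline versus tunicamycin full activation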
Mdm2 MdmX PPI: inhibitors of human Mdm2-MdmX association, primary screen, cell-based, luminescence, split luciferase, SaOS-2, uHTS. Protein Mdm4 (Homo sapiens) + E3 ubiquitin-protein ligase Mdm2 (Homo sapiens), …. SaOS-2 split-luciferase Mdm2/MdmX complementation. inhibition, % at 8 µM. 330,000 compounds, 3% hits;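 active means inhibition of at least 50% at 8 µM in the primary screen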
Target sequence (O15151 whole entry, looked up): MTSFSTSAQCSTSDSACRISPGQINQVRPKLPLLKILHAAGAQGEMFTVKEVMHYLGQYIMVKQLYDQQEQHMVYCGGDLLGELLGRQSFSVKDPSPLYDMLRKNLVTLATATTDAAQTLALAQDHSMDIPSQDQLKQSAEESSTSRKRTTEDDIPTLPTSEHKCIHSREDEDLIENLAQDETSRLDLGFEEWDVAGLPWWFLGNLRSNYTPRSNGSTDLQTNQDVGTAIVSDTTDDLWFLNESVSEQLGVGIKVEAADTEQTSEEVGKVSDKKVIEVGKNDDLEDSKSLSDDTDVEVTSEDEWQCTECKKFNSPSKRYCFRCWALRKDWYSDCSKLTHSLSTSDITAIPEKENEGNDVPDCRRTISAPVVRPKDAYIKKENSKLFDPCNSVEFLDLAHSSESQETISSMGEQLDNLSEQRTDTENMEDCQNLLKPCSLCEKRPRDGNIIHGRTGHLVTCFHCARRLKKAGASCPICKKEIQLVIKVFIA
Target sequence (Q00987 whole entry, looked up): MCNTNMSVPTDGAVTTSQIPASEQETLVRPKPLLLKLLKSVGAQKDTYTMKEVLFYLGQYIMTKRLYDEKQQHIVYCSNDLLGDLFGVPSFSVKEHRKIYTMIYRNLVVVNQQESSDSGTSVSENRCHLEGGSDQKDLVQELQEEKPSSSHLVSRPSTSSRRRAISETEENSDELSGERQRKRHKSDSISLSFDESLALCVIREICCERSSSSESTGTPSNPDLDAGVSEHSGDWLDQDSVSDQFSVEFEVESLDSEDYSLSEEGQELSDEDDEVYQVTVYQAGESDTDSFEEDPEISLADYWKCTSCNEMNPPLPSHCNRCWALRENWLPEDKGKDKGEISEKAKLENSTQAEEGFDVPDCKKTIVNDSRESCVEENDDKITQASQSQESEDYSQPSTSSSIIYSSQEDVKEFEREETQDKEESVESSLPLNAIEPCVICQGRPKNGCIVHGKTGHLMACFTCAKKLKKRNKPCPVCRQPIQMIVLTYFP
697 NFkB inh: inhibitors of PMA/ionomycin-induced NF-kB reporter, 697 cells, primary screen, B-cell NF-kB inhibitor project, cell-based, luminescence, uHTS; 697 B-cell NF-kB luciferase reporter, 16 h; inhibition, % at 4 µM; 330,000 compounds, 0.33% hits; in the data active means inhibition above about 35%
CXCR6 block: CXCR6 receptor inhibitors, primary screen, cell-based, beta-arrestin, luminescence, CHO-K1 PathHunter, 1536-well. C-X-C chemokine receptor type 6 (Homo sapiens), O00574. inhibition, % at 20 µM. 360,000 compounds, 0.36% hits. AID 602244, 2012; in the data active means inhibition above about 34%, passing the limit was not always enough;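 further: antagonist mode with CXCL16 agonist at 10 nM final; 0% = 10 nM CXCL16 with DMSO and 100% = unstimulated wells without agonist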
UPR XBP1 act: activators of adaptive XBP1 UPR arm, primary screen, cell-based, CHO-XBP1 luciferase reporter, luminescence, uHTS; IRE1-XBP1 UPR activation; percent of tunicamycin response, DMSO as zero; activation, % at 20 µM; 330,000 compounds, 0.33% hits;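 active means versus positive control, 20 µM dose yields 30% or more activation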;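 further: 100% = tunicamycin at 10 µg/mL and 0% = DMSO only wells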
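Material: CHO-XBP1 cells stably carrying IRE1-XBP1-driven luciferase reporter / Amount: 1000 cells per well / Compound: 20 µM, 1% DMSO / Times: 6 h treatment, 37 °C / Detection: luciferase luminescence / Measure: % activation of reporter signal versus tunicamycin and DMSO controls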
EBI2 block: EBI2 receptor antagonists, beta-arrestin recruitment, primary screen, cell-based, luminescence, 7a,25-OHC stimulation, uHTS. G-protein coupled receptor 183 (Homo sapiens), P32249. 7a,25-OHC stimulated. inhibition, % at 5 µM. 360,000 compounds, 0.81% hits. AID 651636, 2012; in the data active means inhibition above about 38%;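 further: enzyme fragment complementation signal reports receptor beta-arrestin coupling in cells; 0% = agonist plus DMSO wells and 100% = wells without agonist; some results beyond the cut were filed as inactive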
Jurkat NFkB inh: inhibitors of induced NF-kB luciferase reporter, primary screen, TCR NF-kB activation inhibitor project, cell-based, luminescence, uHTS; Jurkat, PMA/ionomycin-induced NF-kB luciferase reporter; 330,000 compounds, 0.53% hits; AID 435003, 2010; inhibition, % at 4 µM; in the data active means inhibition above about 50%
Numbers without * were called inactive; x = not tested or not shown. Hits appear at their usual frequency. About 5% of those tested had a hit in this group.

SMILES | Gli-Sufu block | CCR6 antag | CHOP UPR activ | Mdm2 MdmX PPI | 697 NFkB inh | CXCR6 block | UPR XBP1 act | EBI2 block | Jurkat NFkB inh
Oc1ccc(-c2n[nH]c(=S)n2-c2ccc3c(c2)OCCO3)cc1 | -7 | 0 | 0.1 | 15 | -5 | 1 | 3 | -4 | -19
Cc1onc(-c2c(Cl)cccc2Cl)c1C(=O)n1nnc2ccccc21 | x | x | 3.1 | 20 | 18 | x | -3 | x | 0
C=CCOC(=O)C1=C(C)NC(=S)C(C#N)(CC=C)C1c1ccccc1Cl (stereo unspecified) | -6 | 17 | 1.2 | -1 | 0 | 14 | 1 | 6 | -2
C/C(=N\Nc1cccc([N+](=O)[O-])c1)c1cc2ccccc2o1 | -40 | 23 | 5.5 | -12 | -33 | 6 | 1 | 16 | -57
CC(OC(=O)c1nsc(Cl)c1Cl)C(=O)NCc1cccs1 (stereo unspecified) | 1 | 11 | -1.0 | 6 | 0 | -5 | 0 | -12 | -4
COCCNC(=O)c1onc(CSc2ccc(F)c(F)c2)c1C(=O)NCCOC | 0 | 5 | -1.4 | 6 | -22 | 10 | 1 | -3 | -33
CCCCNC(=O)NCCN1CCOCC1 | -1 | -1 | 3.2 | -3 | 8 | -3 | 4 | -11 | -15
COc1ccccc1CNC(=O)CCCn1nc(C)c2c(C)n(-c3ccccc3)nc2c1=O | -27 | 7 | 0.5 | 10 | 0 | 4 | -2 | 2 | 13
O=C(NC1CCCCCC1)c1ccccc1-c1ccccc1 | 2 | 19 | 0.7 | 11 | -9 | 1 | -2 | 2 | 9
O=C(O)C=C1CCN(c2ncc(C(F)(F)F)cc2Cl)CC1 | -35 | 1 | 5.0 | -24 | -49 | -7 | 2 | -4 | -18
Cc1n[nH]c(=S)n1/N=C/c1ccc(-c2ccc(Cl)cc2)o1 | 3 | -1 | 3.0 | 94* | -46 | -13 | 3 | 10 | -22
CN1CCN(c2ccccc2NC(=O)C(Cc2ccccc2)n2cccc2)CC1 (stereo unspecified) | 7 | 12 | 0.2 | 25 | -3 | 2 | -3 | 2 | -11
CCCCSCCCNC(=O)C1CCC(CNS(=O)(=O)c2ccc(NC(C)=O)cc2)CC1 (stereo unspecified) | 2 | 10 | -1.7 | -12 | -5 | 0 | -2 | -2 | 6
COc1cc(/C=N/NC(=O)c2csc3c2CCCC3)cc(OC)c1O | -3 | -13 | -0.4 | 14 | 15 | -1 | -1 | -10 | 14
Cc1ccc(C(=S)N2CCN(Cc3ccccc3)CC2)cc1 | 4 | 13 | -1.6 | -1 | 7 | 6 | -4 | 0 | 0
NC(=O)C1(N2CCCCC2)CCN(S(=O)(=O)c2ccc(Cl)s2)CC1 | 1 | 6 | -1.6 | 12 | -8 | 2 | -2 | -12 | 12
COc1cccc(NC(=O)COC(=O)c2ccc(S(=O)(=O)NCc3ccco3)cc2)c1 | 1 | 3 | -0.1 | -18 | 2 | 6 | 1 | 5 | 0
CN1C[C@@H]2[C@@H]3C(=O)N(Cc4ccccc4)C(=O)[C@@H]3[C@](C)(C1=O)N2C(=O)c1ccccc1 | -5 | -1 | x | x | x | -1 | x | -4 | x
COc1ccc(-n2c(Cc3cccn3C)nnc2SCC(=O)Nc2cc(Cl)ccc2OC)cc1 | -1 | 7 | -0.1 | 48 | 8 | 4 | -2 | 58* | -5
Cc1ccc(C)c(NC(=O)COC(=O)CCc2ccc(S(=O)(=O)N3CCOCC3)cc2)c1 | x | 5 | -0.5 | 15 | 20 | -5 | -1 | -9 | 6
CCOc1ccc(NC(=O)COC(=O)C23CC4CC(CC(C4)C2)C3)c([N+](=O)[O-])c1 | -7 | 10 | 3.2 | 9 | 7 | 0 | 0 | 8 | 6
CCc1ccc(C(=O)N2CCN(S(=O)(=O)c3sc(C(=O)O)c(C)c3C(=O)O)CC2)cc1 | -7 | -7 | 2.5 | -9 | 2 | -5 | 1 | -11 | 4
Cc1cc(C)n(C(=O)c2cccc(S(=O)(=O)N3CCCC3)c2)n1 | 6 | 9 | -1.1 | -14 | 10 | 4 | 2 | -1 | 8
CN(C)c1ccc(/C=N/N2C(=O)c3ccccc3C2=O)cc1 | -11 | 4 | -0.2 | -3 | 0 | -4 | -2 | 8 | 6
Cc1cc2[nH]c(=O)c(=O)[nH]c2cc1S(=O)(=O)N1CCN(c2cccc(C(F)(F)F)c2)CC1 | -10 | 17 | 0.7 | 16 | -5 | 6 | -5 | 7 | -2
CC(C)Cc1nnc(NC(=O)C2=COCCO2)s1 | -44 | 0 | -2.7 | 9 | -68 | -6 | -1 | -5 | -27
O=C(Cn1ncc2c1-c1ccccc1OC2)Nc1ccc(S(=O)(=O)N2CCCCC2)cc1 | 16 | 20 | 2.8 | 33 | -19 | -2 | 0 | 7 | 13
OCC(CO)(CO)N=Cc1c(O)ccc2ccccc12 | -3 | -16 | -1.0 | 30 | 20 | 1 | -3 | -8 | -4
CC1CCN(c2cc(N3CCOCC3)c(F)cc2[N+](=O)[O-])CC1 | 2 | 7 | 5.2 | 18 | 15 | 2 | -2 | -4 | -15
O=C(CCN1CCCC1=O)NC1CCCc2c1cnn2-c1ccc(F)cc1F (stereo unspecified) | 2 | 7 | 2.3 | 11 | 2 | -1 | -6 | -3 | -10
CCC(=O)Nc1cc(-c2nn(C)c(=O)c3ccccc23)ccc1N1CCOCC1 | 9 | 4 | -1.9 | 15 | 27 | 0 | 5 | 2 | 6
CN(C)CCOC(=O)c1ccc(COc2ccccc2Br)o1 | 3 | 3 | 1.5 | -9 | -7 | -4 | 1 | -2 | -8
O=C(NC(=S)NNC(=O)[C@H]1C[C@@H]1c1ccccc1)c1cccc(F)c1 | 1 | 9 | -1.3 | 10 | 6 | 6 | 6 | 2 | 0
Cc1cc(OCC(=O)OCC(=O)NCc2cccs2)ccc1Cl | 6 | -1 | -1.6 | 13 | -17 | -1 | -2 | 3 | -9
COc1ccccc1-c1nc(SCC(=O)Nc2ccccc2F)n[nH]1 | -9 | 3 | -0.6 | 27 | 14 | 4 | -3 | -7 | 34
COC(=O)c1ccc(SCC(=O)N2CCC(C)CC2)c([N+](=O)[O-])c1 | 7 | 7 | 2.4 | -23 | -8 | 7 | -1 | -2 | 15
CCOCCCNC(=O)C(NC(=O)CNC(C)=O)c1ccc(C)cc1 (stereo unspecified) | 1 | -9 | -0.1 | -14 | -30 | 0 | -1 | -2 | -7
Nc1c(C(=O)N2CCOCC2)sc2nc(N3CCOCC3)c3c(c12)CCCC3 | 9 | -5 | 1.3 | -2 | 7 | -12 | -4 | 6 | -2
CC1=CC2=NC(=O)/C(=C\c3cn(C)c4ccccc34)C(=N)N2O1 | 13 | 1 | -0.1 | 1 | 25 | 4 | 2 | 2 | -1
C#CCOC(=O)CN1C(=O)c2cccc3cccc(c23)C1=O | -23 | 1 | 2.2 | -3 | -9 | 4 | -1 | 3 | 5
CCOC(=O)Cn1c(=N)n(CCOc2ccc(OC)cc2)c2ccccc21 | 8 | -1 | -0.9 | 16 | 7 | 8 | -1 | -8 | -2
CN1CCN(S(=O)(=O)c2cccc(C(=O)Oc3ccc(C(C)(C)C)cc3)c2)CC1 | -8 | 8 | -1.0 | 13 | -19 | -4 | -3 | 11 | 1
CCC(C)C(=O)Nc1nccs1 (stereo unspecified) | -5 | 11 | -0.7 | 13 | 4 | -5 | -1 | 6 | 2
O=S(=O)(NCC1CCCO1)c1cccc(C(F)(F)F)c1 (stereo unspecified) | -21 | 4 | -0.1 | 14 | 18 | -4 | -2 | 1 | 12
CCCc1cc(=O)[nH]c(SCC(=O)Nc2ccc(C(=O)Nc3ccccc3OC)cc2)n1 | 11 | 4 | -0.5 | 21 | 9 | 2 | -1 | -1 | -8
Cc1cc2[nH]c3ccccc3c2cn1 | 14 | -12 | 2.7 | 13 | -9 | 7 | -6 | -1 | 5
CCCC(=O)N1CCc2cc(OC)c(OC)cc2C1COc1ccccc1OC (stereo unspecified) | 33 | 16 | -0.3 | 0 | 2 | 8 | 3 | 3 | -8
CCn1c2ccccc2c2cc(NC(=O)CSc3nnnn3-c3ccccc3)ccc21 | 4 | -2 | -4.9 | 26 | -18 | -6 | -5 | -6 | -25
N=c1c2c(ncn1CCCO)Oc1c(ccc3ccccc13)C2c1ccccc1 (stereo unspecified) | x | 27 | 3.3 | 62* | -15 | 6 | 6 | 15 | 12
Cc1nn(C)c(C(=O)Nc2cccc(Nc3ccccc3)c2)c1[N+](=O)[O-] | x | x | 1.9 | 1 | -34 | -5 | 3 | 20 | -45
Cc1cc(C(=O)OCC(=O)Nc2nnc(C(C)C)s2)c2ccccc2n1 | 0 | 4 | -4.2 | -4 | -16 | -2 | -1 | 2 | -2
O=S(=O)(Nc1ncccn1)c1ccc(NC(=S)NCc2cccnc2)cc1 | 2 | 15 | -1.5 | 19 | 6 | 4 | -3 | -4 | -12
CC(OC(=O)c1nn(C(C)C)c(=O)c2ccccc12)C(=O)Nc1ncc(Cl)cc1Cl (stereo unspecified) | -1 | 9 | 1.2 | 1 | -1 | 9 | -2 | 1 | -7
O=S(Cc1ccccc1)CC(O)(c1ccc(Cl)cc1)c1ccc(Cl)cc1 (stereo unspecified) | 4 | 11 | 0.1 | 16 | -10 | 7 | 0 | -11 | 9
CCN(CC)C(=S)SCc1csc(CC(=O)Nc2ccccc2C)n1 | 12 | 25 | -1.6 | 16 | 6 | -6 | -5 | -7 | 13
CCn1cc(-c2csc(N)n2)c(C)n1 | -1 | -2 | -0.1 | -23 | -14 | -1 | 0 | -2 | 4

Retrieved by compound from above:
SMILES | Gli-Sufu block | CCR6 antag | CHOP UPR activ | Mdm2 MdmX PPI | 697 NFkB inh | CXCR6 block | UPR XBP1 act | EBI2 block | Jurkat NFkB inh
CCN(CC)C(=S)SCc1csc(CC(=O)Nc2ccccc2C)n1 | 12 | 25 | -1.6 | 16 | 6 | -6 | -5 | -7 | 13
N=c1c2c(ncn1CCCO)Oc1c(ccc3ccccc13)C2c1ccccc1 (stereo unspecified) | x | 27 | 3.3 | 62* | -15 | 6 | 6 | 15 | 12
CCn1cc(-c2csc(N)n2)c(C)n1 | -1 | -2 | -0.1 | -23 | -14 | -1 | 0 | -2 | 4
O=S(=O)(Nc1ncccn1)c1ccc(NC(=S)NCc2cccnc2)cc1 | 2 | 15 | -1.5 | 19 | 6 | 4 | -3 | -4 | -12
